Screening results: PubChem, several laboratories
HCV NS3 hel inh: inhibitors of HCV NS3 helicase, primary screen, biochemical, Cy5 molecular beacon fluorescence. Hepatitis C virus NS3 helicase. NS3 helicase DNA unwinding. inhibition, % at 10.9 µM. hit rate 0.56% among 290,000;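 active means inhibition above the mean of all tested compounds plus 3 SD, set per campaign, cut at about 35% in these data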;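 further: 0% = DMSO wells and 100% = thioflavine S control wells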
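Control set: DMSO versus 110 µM thioflavine S; Material: NS3 helicase fragment of HCV; Measured by: Cy5 fluorescence at 0 and 60 min, beacon hairpin quenching; Read-out basis: percent inhibition from t60/t0 fluorescence ratio; Times: reaction time 60 min, 25 °C; Repeats: single replicate; Compound dosing: single dose, 10.9 µM nominal final, DMSO 0.8% final.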
VIM-2 inh: VIM-2 metallo-beta-lactamase inhibitors, primary screen, biochemical, epi-absorbance readout, Pseudomonas aeruginosa enzyme; inhibition, % at 5.6 µM; purified VIM-2, nitrocefin hydrolysis, epi-absorbance fluorescence; AID 1527, 2009; hit rate 0.89% among 290,000;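 active means inhibition above the mean of all tested compounds plus 3 SD, cutoff set per screening run, cut at about 7.5% in these data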;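 further: red hydrolysis product quenches plate fluorescence so inhibitors raise well fluorescence; 0% = enzyme with DMSO and 100% = DMSO without enzyme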
GPR7 antag: GPR7 receptor antagonists, primary screen, cell-based, fluorescence, single concentration; Neuropeptides B/W receptor type 1 (Homo sapiens), P48145; GPR7-expressing cells, fluorescence antagonist assay; inhibition, % at 4.4 µM; hit rate 1.1% among 290,000; AID 1861, 2009; in the data active means inhibition above about 16%, passing the limit was not always enough;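 further: cells stimulated with the agonist NPW; 0% = agonist with vehicle and 100% = vehicle without agonist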
OXTR ag: human OXTR agonists, primary screen, fluorescence, CHO-OTR cells, Fluo-8 calcium; Oxytocin receptor (Homo sapiens), P30559; Fluo-8 calcium fluorescence; normalized: DMSO 0%, oxytocin 100%; activation, % at 3 µM; hit rate 0.32% among 320,000; AID 2435, 2010;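 active means activation above the mean of all tested compounds plus 3 SD, cutoff set per screening run, cut at about 20% in these data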;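 further: peak over basal fluorescence ratio from a 100 s FLIPR kinetic read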
PHOSPHO1 inh: PubChem AID 1565 | recombinant PHOSPHO1, absorbance phosphatase assay | inhibition, % at 13.3 µM | hit rate 1.1% among 290,000; in the data active means inhibition above about 60%
Target sequence (Q8TCT1 whole entry, looked up): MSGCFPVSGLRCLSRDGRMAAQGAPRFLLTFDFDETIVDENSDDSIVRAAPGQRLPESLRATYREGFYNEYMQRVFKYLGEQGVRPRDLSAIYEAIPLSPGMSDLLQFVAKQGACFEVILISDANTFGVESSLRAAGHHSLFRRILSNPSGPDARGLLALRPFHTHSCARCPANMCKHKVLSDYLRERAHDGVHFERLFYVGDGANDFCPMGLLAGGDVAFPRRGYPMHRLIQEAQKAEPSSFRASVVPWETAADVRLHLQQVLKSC
GalR3 antag: GalR3 antagonists in HEK293 cells, primary screen, cell-based, fluorescence readout | Galanin receptor type 3 (Homo sapiens), O60755 | HEK293 GalR3-CNG cAMP membrane potential fluorescence; galR3 body fused to GalR1 C-terminus | inhibition, % at 3 µM | hit rate 0.44% among 360,000;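 active means inhibition above the screen-wide average plus 3 SD, cut at about 13% in these data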;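 further: forskolin and galanin both at EC90 stimulate the cells; cAMP rise reported by CNG channel membrane potential dye signal; 0% = forskolin plus galanin with DMSO and 100% = forskolin alone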
Target sequence (O60755 1-299 limits assumed): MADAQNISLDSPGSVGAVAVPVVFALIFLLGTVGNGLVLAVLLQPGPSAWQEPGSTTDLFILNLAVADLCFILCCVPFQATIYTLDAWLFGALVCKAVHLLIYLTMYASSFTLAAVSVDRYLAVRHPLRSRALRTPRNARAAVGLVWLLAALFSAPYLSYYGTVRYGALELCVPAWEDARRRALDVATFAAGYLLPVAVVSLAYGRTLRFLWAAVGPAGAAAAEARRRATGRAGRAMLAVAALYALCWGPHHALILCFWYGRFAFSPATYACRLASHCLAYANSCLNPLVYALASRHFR
IMP-1 inh: IMP-1 metallo-beta-lactamase inhibitors, primary screen, biochemical, epi-absorbance readout, Pseudomonas aeruginosa enzyme. purified IMP-1, nitrocefin hydrolysis, epi-absorbance fluorescence. inhibition, % at 5.6 µM. hit rate 0.45% among 290,000;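 active means inhibition above the mean plus 3 SD of all compounds in the same screening run, cut at about 4.5% in these data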;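 further: 0% = IMP-1 with DMSO and 100% = DMSO wells lacking enzyme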
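System: purified recombinant IMP-1 beta-lactamase. Medium: Zinc- and detergent-supplemented HEPES buffer, pH 7.1. Compound: one 5.6 µM dose […]. Schedule: 15 min preincubation plus 25 min reaction at 25 °C. Technique: Epi-absorbance fluorescence, 480 nm excitation, 530 nm emission.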
DNA FID counter: compounds displacing fluorescent DNA intercalator, primary screen, artefact control for HCV NS3 helicase inhibitor project, biochemical, FID fluorescence; inhibition, % at 7.9 µM; DNA fluorescent intercalator displacement; hit rate 0.17% among 290,000; in the data active means inhibition above about 37%;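 further: 0% = vehicle and 100% = reference compound; higher means more ethidium bromide displaced from hairpin DNA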
V1R ag counter: agonists of human V1a receptor, primary screen, counter-screen for OXTR agonist project, fluorescence, CHO-V1R cells; Fluo-8 calcium fluorescence, agonist mode; 0% DMSO, 100% 3 nM vasopressin; activation, % at 3 µM; hit rate 0.25% among 320,000;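 active means activation above the mean activation of all tested compounds plus 3 SD, per screening run, cut at about 20% in these data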;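 further: signal is peak over basal fluorescence ratio across a 100 second FLIPR read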
Target sequence (P37288 whole entry, looked up): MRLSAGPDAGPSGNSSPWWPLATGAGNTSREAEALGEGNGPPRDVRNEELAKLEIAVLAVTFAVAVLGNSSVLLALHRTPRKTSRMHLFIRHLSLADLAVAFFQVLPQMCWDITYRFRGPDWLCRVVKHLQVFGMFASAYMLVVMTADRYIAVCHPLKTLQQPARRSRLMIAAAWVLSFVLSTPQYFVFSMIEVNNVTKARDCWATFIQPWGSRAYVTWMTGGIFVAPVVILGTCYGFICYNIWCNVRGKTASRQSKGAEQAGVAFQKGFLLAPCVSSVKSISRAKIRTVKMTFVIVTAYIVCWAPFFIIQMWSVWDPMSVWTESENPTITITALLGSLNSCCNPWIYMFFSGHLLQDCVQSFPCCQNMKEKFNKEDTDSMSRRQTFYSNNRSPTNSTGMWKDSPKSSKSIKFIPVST
* hit, by the source's call; · = no result given.

Preview (2 entries):
SMILES	HCV NS3 hel inh	VIM-2 inh	GPR7 antag	OXTR ag	PHOSPHO1 inh	GalR3 antag	IMP-1 inh	DNA FID counter	V1R ag counter
O=C(Nc1ccc(C(=O)N2CCN(c3ccc(F)cc3)CC2)cc1)C1=CSCCO1	-12.1	-5.4	1.0	1.4	32.4	3.6	-1.7	-40.7	5.7
CCOC(=O)C1(CCOc2ccccc2)CCN(Cc2ccc(COC)o2)CC1	10.8	-3.5	-10.7	2.8	23.9	-6.8	-1.8	4.8	5.4

The list itself, from the first entry:
SMILES	HCV NS3 hel inh	VIM-2 inh	GPR7 antag	OXTR ag	PHOSPHO1 inh	GalR3 antag	IMP-1 inh	DNA FID counter	V1R ag counter
O=C(Nc1ccc(C(=O)N2CCN(c3ccc(F)cc3)CC2)cc1)C1=CSCCO1	-12.1	-5.4	1.0	1.4	32.4	3.6	-1.7	-40.7	5.7
CCOC(=O)C1(CCOc2ccccc2)CCN(Cc2ccc(COC)o2)CC1	10.8	-3.5	-10.7	2.8	23.9	-6.8	-1.8	4.8	5.4
CCN(CC)S(=O)(=O)c1ccc(NC(=O)COC(=O)c2cc(S(=O)(=O)Nc3ccc(OC)cc3)ccc2O)cc1	14.8	-0.1	-4.3	8.0	-10.0	-3.3	-2.4	-30.2	-1.0
COc1cccc(C2C(C(=O)OCc3ccccc3)=C(C)Nc3ncnn32)c1OC (stereo unspecified)	3.5	-2.7	-2.4	13.4	-3.3	1.8	-3.7	-19.9	7.6
CCOC(=O)c1c(C)[nH]c(C(=O)OCC(=O)Nc2cc(Cl)ccc2OC)c1C	1.8	-3.3	-11.9	-1.1	6.0	-2.6	-2.1	-0.5	-0.8
CC(C)(C)n1cc(S(=O)(=O)c2ccccc2)[nH]c1=O	2.9	-0.3	-5.3	0.1	-3.2	8.9	-3.3	0.7	0.8
O=C(COc1ccccc1-c1ccccc1)N/N=C/c1ccc2ccccc2c1	1.0	-4.5	-1.7	0.8	7.4	-5.7	-5.2	-3.3	0.2
Cc1cccc(N2CCC(N3CCN(C4CCCCC4)C(CCO)C3)CC2)c1C (stereo unspecified)	-9.7	-1.4	0.0	2.1	49.0	-0.1	-1.6	10.5	2.4
COc1ccc(/C=C2\SC(=S)N(CCCC(=O)N3CCN(C)CC3)C2=O)cc1	-51.1	15.5*	-4.6	6.3	34.8	-7.1	-0.1	13.0	6.5
Cc1ccccc1NC(=O)CCN1C(=O)CSC1=O	-0.2	-5.5	-11.6	-0.1	-5.8	4.1	-3.8	1.2	0.3
CC(=O)Nc1cccc(OCCCNS(=O)(=O)c2ccc(C#N)cc2)c1	7.9	-1.6	-6.8	4.3	14.5	6.9	2.4	-8.6	7.5
COc1ccc(NC(=O)CN(c2ccc([N+](=O)[O-])cc2)S(=O)(=O)c2ccccc2)cc1	-1.4	-1.0	6.2	0.4	20.8	-5.8	1.4	6.3	0.7
Cc1cccc(OCc2nnc(SCC(=O)Nc3cc(C)on3)n2C)c1	-3.4	-2.5	8.1	-0.4	-29.3	-6.5	-1.4	-7.4	0.0
COc1ccc(C2CC(c3ccc(F)cc3)n3nc(NC(=O)c4ccco4)nc3N2)cc1 (stereo unspecified)	-7.0	-3.1	-4.7	0.2	27.7	0.8	-4.0	-37.8	0.6
O=C(c1ccc([N+](=O)[O-])s1)N1CCc2ccccc2C1	-0.2	-2.0	-3.2	0.3	-21.2	-7.7	-2.4	4.4	-0.8
Cn1c(=O)c(C#N)c(-c2ccc(F)cc2)c2cc(C(=O)c3cc(Cl)cc(Cl)c3O)cnc21	10.5	-3.0	-10.3	12.1	41.2	0.7	-1.7	-3.1	15.8
O=C(CN1CCCN(Cc2ccc(F)cc2Cl)C1=O)NCc1ccccc1	4.3	-3.5	-4.6	-1.0	10.7	2.5	-3.1	-20.3	-0.8
CCc1sc(C(=O)N2CCN(c3ncccn3)CC2)cc1Br	-4.5	-1.8	-8.6	1.4	38.1	-3.1	-2.4	-31.8	0.2
CCc1nnc(NC(=O)c2ccc(S(C)(=O)=O)cc2)s1	-10.9	-0.6	-4.7	0.2	6.1	10.5	0.6	3.4	0.8
Cc1[nH]n(C(N)=S)c(=O)c1N=Nc1cccc(C(F)(F)F)c1	19.6	-3.5	-4.5	7.3	-3.5	-8.4	-3.5	-9.7	4.3
CCOC(=O)c1ccc(N2CN(CCc3ccccc3)CNC2=S)cc1	-4.7	0.4	-12.0	1.7	-2.9	-5.4	0.1	-5.9	1.3
O=c1cc(CO)oc(C(Nc2ccccn2)c2ccc(F)cc2)c1O (stereo unspecified)	9.5	2.5	-4.3	0.0	14.3	3.5	-0.1	-18.0	-0.5
CC(C)(Cc1cccc(CC(C)(C)C(=O)O)c1)C(=O)O	17.0	-0.9	-7.7	0.3	9.6	-0.5	-2.4	-7.0	0.8
Cn1c(N)c(C(=O)COC(=O)c2cc(-c3ccco3)nc3ccccc23)c(=O)n(C)c1=O	8.6	13.8*	-11.0	·	-11.1	-3.5	4.3	-11.6	·
CC(Oc1ccc2c3c(c(=O)oc2c1)CCC3)C(=O)NC1CCN(Cc2ccccc2)CC1 (stereo unspecified)	-3.1	22.3*	-6.4	-1.4	18.3	-0.5	-2.5	10.9	0.4
CCOC(=O)c1ccc(NC(=O)CCC(=O)OC)cc1	1.4	-2.4	7.3	0.1	-9.3	0.0	-2.1	-0.4	0.5
Cc1cccc2nc3ccccc3nc12	11.3	-2.6	-8.3	-0.3	8.1	-4.9	-2.6	8.9	0.4
CC1CCCCC1NC(=O)CCN1C(=O)C2C3C=CC(C3)C2C1=O (stereo unspecified)	6.0	-2.2	6.5	-1.1	11.9	-7.6	-4.4	-8.7	-0.5
Cc1cc(NC(=O)/C=C/c2ccccc2)c(C(C)C)cc1O	-1.1	-2.1	-13.8	-1.4	42.1	18.7*	-2.0	-8.5	-0.6
Cc1ccc(C(=O)Nc2cc(=O)n(C)c(=O)n2C)o1	-2.5	-0.9	-10.0	-0.1	-4.4	-4.3	-3.2	1.6	0.7
Cc1nn(Cc2ccc(Cl)cc2)c(C)c1NC(=O)c1c(-c2ccccc2)noc1C	0.4	-0.7	-0.3	1.1	14.4	-0.2	-1.9	-27.2	0.9
CN(C)CCN(C(=O)c1cc(Cl)sc1Cl)c1nc2ccc(F)cc2s1	3.4	-1.4	-11.1	-1.5	-3.4	-1.6	-4.8	2.0	0.8
CC(C)COc1cccc(C(=O)NNC(=O)C2COc3ccccc3O2)c1 (stereo unspecified)	-8.4	0.6	-14.3	-1.0	-13.7	1.4	-0.6	-14.1	0.4
CCCCC(CC)c1nnc(NC(=O)c2cccs2)s1 (stereo unspecified)	-5.8	-3.8	-15.6	·	34.5	-3.6	-2.4	-11.2	·
CCOC(=O)c1cc(-c2ccccc2)n(CCC(=O)N2CCN(c3ccccn3)CC2)c1C	-10.0	-1.9	-11.2	-2.2	0.1	-2.2	-2.0	-39.5	0.6
O=S(=O)(c1ccc(NC(=S)Nc2ccccc2)cc1)N1CCOCC1	-15.9	-2.7	-5.3	0.7	-17.8	-7.2	-1.3	2.2	2.3
O=C(CCSc1nc2ccccc2s1)N/N=C/c1c(O)ccc2ccccc12	10.2	-2.2	-0.9	1.2	1.5	-5.2	-2.3	-0.9	1.3
CC(C)CN(C(=O)CN1CCN(S(=O)(=O)c2ccccc2)CC1)c1c(N)n(CC(C)C)c(=O)[nH]c1=O	-0.6	-3.9	3.0	-0.5	7.3	-4.2	-2.3	-8.6	0.6
Cc1ccc(S(=O)(=O)N2CCC(=O)N(C(COCc3ccccc3)Cc3ccccc3)CC2)cc1 (stereo unspecified)	1.8	-4.0	-6.7	-2.5	-16.1	-3.8	-2.4	-18.2	-0.1
COC(=O)c1sc(NC(=O)c2cc3c(s2)CCCC3)nc1C	4.0	-0.8	10.9	-1.5	17.3	-8.2	-3.2	-0.3	-0.1
Cc1cc(C(=O)NN=C2CCCCC2)c2ccccc2n1	-2.6	-4.9	9.0	-1.0	-3.4	-3.0	-2.1	-3.8	0.1
CCCCn1c(SCC(=O)Nc2ccccc2C(F)(F)F)nc2ccsc2c1=O	-5.5	-1.0	13.3	-1.3	12.6	-3.8	0.1	-1.9	-0.5
CC(C)(C)c1ccc(S(=O)(=O)Nc2ccc(C(=O)N3CCCC3)cc2)cc1	-6.6	-0.3	-10.5	·	27.4	2.5	-1.1	-51.7	·
CN(Cc1ccc(F)cc1)C(=O)c1cccc(OCc2ccccc2)c1	3.7	-1.8	-1.2	-1.1	27.9	-12.8	-2.1	-39.3	1.1
COc1ccc2oc(=O)c(-c3csc(Nc4ccc(O)cc4)n3)cc2c1	-12.1	-1.3	3.1	-2.9	-4.6	3.1	1.1	9.1	-1.4

Limited to OXTR ag (4 entries from above):
mol	OXTR ag
CN(C)CCN(C(=O)c1cc(Cl)sc1Cl)c1nc2ccc(F)cc2s1	-1.5
Cc1ccc(S(=O)(=O)N2CCC(=O)N(C(COCc3ccccc3)Cc3ccccc3)CC2)cc1 (stereo unspecified)	-2.5
CCCCn1c(SCC(=O)Nc2ccccc2C(F)(F)F)nc2ccsc2c1=O	-1.3
Cc1cc(C(=O)NN=C2CCCCC2)c2ccccc2n1	-1.0

The results go on:
SMILES	HCV NS3 hel inh	VIM-2 inh	GPR7 antag	OXTR ag	PHOSPHO1 inh	GalR3 antag	IMP-1 inh	DNA FID counter	V1R ag counter
CCOc1cc(/C=C2\SC(=S)N(Nc3ccccc3)C2=O)ccc1O	-6.8	-2.9	-0.3	47.2*	37.9	-6.7	-2.9	3.5	26.6*
O=C1CCC(=O)N1CN(C(=O)c1ccco1)c1ccc(Cl)c(Cl)c1	10.0	-3.4	4.6	-0.2	1.7	0.0	-5.6	-8.9	-0.7
O=C(Nc1cccnc1)c1ccc(S(=O)(=O)c2ccccc2)cc1	8.4	-1.6	-2.0	1.1	34.2	-2.1	-1.4	-1.5	2.5
Cc1ccc(C(=O)Nc2sc(C(=O)N(C)C)c(C)c2C#N)cc1	-6.9	-3.4	-3.2	-0.2	6.3	-10.6	-0.5	-3.4	1.3
N#CCCn1ncn(-c2ccccc2)c1=S	4.1	-6.5	-0.5	1.3	32.0	-1.8	-3.0	3.3	-0.2
COc1ccc(-c2cc(C(F)(F)F)nc(SCCC(=O)Nc3cc(C)on3)n2)cc1	1.1	-1.6	-6.2	0.2	-5.8	2.2	-2.3	1.7	0.9
Cn1cc(/C=N/NC(=O)c2cccc([N+](=O)[O-])c2)c2ccccc21	1.4	-5.3	4.3	-1.3	-14.7	-3.3	-3.7	3.6	0.0
